Source: PubChem (National Center for Advancing Translational Sciences (NCATS))
CCT modulator: modulators of cytosolic chaperonin (CCT/TRiC) activity | purified chaperonin ATPase assay, HTRF ADP detection, 30 min | activity change, % (concentration not given with the values), hits read low | 0.3% of 360,000 active | AID 651819; in the data active means activity change below about -30%; further: on the % scale 0 is the no-effect control and ±100 the full control effect
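Enzyme 40 or 20 nM (batch-dependent) in Tris pH 7.4/KCl/MgCl2/DTT; cpd 76 uM single point; ATP 10 uM; 30 min 37 °C; Transcreener ADP HTRF detection, 30 min RT; ratio 665/615.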
WRN inhibitor: WRN helicase (human) inhibition; Q14191; WRN helicase unwinding, fluorescent forked duplex, kinetic; Potency, µM (series often up to 114 µM), for inactives: at the top dose activity change, negative = inhibition, hits mostly inhibitors; 0.46% of 360,000 active; AID 651768; further: potency means the concentration at half of the fitted maximal effect; on the % scale 0 is the no-effect control and ±100 the full control effect; nearly all actives have a fitted effect of over 55% in size
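WRN at 20 nM final preincubated with compound 15 min at room temperature; reaction started with 100 nM fluorophore/quencher forked duplex oligonucleotide and 2 mM ATP final. Unwinding followed kinetically by red fluorescence (ex 525, em 598 nm).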
EPAC1 antagonist: antagonists of human EPAC1; O95398; EPAC1 GEF assay, Rap1b-BODIPY-GDP exchange fluorescence; Potency, µM (titrated, usually from 115 µM), inactives show at the highest dose activity change, negative = inhibition, most hits filed as inhibitors; 0.14% of 360,000 active; AID 720709;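 further: potency means the concentration at half of the fitted maximal effect; plate controls were vehicle for no effect and positive control for full effect; nearly all actives have a fitted effect of over 50% in size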
Target sequence (O95398 whole entry, looked up): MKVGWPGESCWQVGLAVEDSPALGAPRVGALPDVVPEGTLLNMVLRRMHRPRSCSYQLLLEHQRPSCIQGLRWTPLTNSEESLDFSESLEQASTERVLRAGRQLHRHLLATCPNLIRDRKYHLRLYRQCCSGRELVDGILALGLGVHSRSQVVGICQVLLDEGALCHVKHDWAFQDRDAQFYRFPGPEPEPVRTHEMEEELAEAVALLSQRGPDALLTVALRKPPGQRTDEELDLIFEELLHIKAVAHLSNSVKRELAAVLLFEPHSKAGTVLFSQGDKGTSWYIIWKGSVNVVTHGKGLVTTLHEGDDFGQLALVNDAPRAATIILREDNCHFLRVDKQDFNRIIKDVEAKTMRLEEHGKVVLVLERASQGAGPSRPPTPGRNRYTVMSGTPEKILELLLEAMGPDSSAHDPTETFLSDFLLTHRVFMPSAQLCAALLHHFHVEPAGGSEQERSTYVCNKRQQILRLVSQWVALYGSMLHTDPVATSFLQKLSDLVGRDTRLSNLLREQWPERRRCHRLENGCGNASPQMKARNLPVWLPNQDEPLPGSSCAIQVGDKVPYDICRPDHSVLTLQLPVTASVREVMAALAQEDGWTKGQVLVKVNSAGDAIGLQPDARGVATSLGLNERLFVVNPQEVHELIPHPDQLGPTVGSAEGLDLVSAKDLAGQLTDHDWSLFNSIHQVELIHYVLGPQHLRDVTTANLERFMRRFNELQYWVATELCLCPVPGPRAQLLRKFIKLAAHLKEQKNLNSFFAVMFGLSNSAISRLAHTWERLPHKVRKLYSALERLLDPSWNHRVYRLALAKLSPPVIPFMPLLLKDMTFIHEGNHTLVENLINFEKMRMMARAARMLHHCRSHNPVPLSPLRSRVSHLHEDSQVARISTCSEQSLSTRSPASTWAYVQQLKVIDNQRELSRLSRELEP
EPAC1 agonist: activates human EPAC1 exchange factor. 0.073% of 360,000 active. AID 720707. Potency, µM (highest dose often 154 µM), inactives show at the top dose activation, hits mostly activators. EPAC1 agonist qHTS, biochemical assay; response scale: 100% = response to 6.5 mM cAMP; further: potency means the concentration at half of the fitted maximal effect; nearly all actives have a fitted effect of over 60% in size
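EPAC1 100 nM, Rap1B–BODIPY-GDP 250 nM, unlabeled GDP 50 uM; compound titration; 5 min RT; kinetic read ex480/em540 at 5-min intervals ×30 min; data normalized to 6.5 mM cAMP agonist control.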
EPAC2 antag: blocks human EPAC2 exchange factor | Q8WZA2 | EPAC2 GEF exchange of Rap1B-BODIPY-GDP, fluorescence | Potency, µM (doses to about 114 µM), for inactives: top-dose activity, negative = inhibition, hits mostly inhibitors | 0.18% of 360,000 active | AID 720708; further: potency means the concentration at half of the fitted maximal effect; on the % scale 0 is the no-effect control and ±100 the full control effect; nearly all actives have a fitted effect of over 45% in size; many of its hits are not listed in these tables
PI5P4Ka inh: PI5P4K alpha (human) kinase inhibition; P48426; PI5P4Kalpha enzyme, ADP-Glo luminescence, 60 min; active compounds read low; max response, %; 1.2% of 330,000 active; active means max response of -50% or lower; inconclusive means between -30% and -50%; inactive means -30% or higher; further: value at the top dose of about 77 µM; on the % scale 0 is the no-effect control and ±100 the full control effect
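qHTS, 1536-well: enzyme/substrate mix, compound by pin tool, 5 microM ATP final; RT 60 min; ADP-Glo reagents 1 (45 min) then 2 (30 min); luminescence.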
PLK1 PBD inh: blocks phosphopeptide binding to human PLK1 polo-box domain. P53350. AID 720504. Potency, µM, inactives show max response, negative = inhibition, hits mostly inhibitors. 2.8% of 360,000 active. Plk1 PBD binding of FITC phosphopeptide, fluorescence polarization; further: potency means the concentration at half of the fitted maximal effect; series mostly up to about 57 µM; on the % scale 0 is the no-effect control and ±100 the full control effect; nearly all actives have a fitted effect of over 65% in size
MmCpn inh: inhibitors of Methanococcus maripaludis chaperonin (MmCpn); purified Mm-Cpn ATPase, ADP Transcreener TR-FRET; Potency, µM (titrated, usually from 76.9 µM), for inactives: at the top dose activity, negative = inhibition, most hits filed as inhibitors; 0.031% of 330,000 active; AID 504842; further: potency means the concentration at half of the fitted maximal effect; on the % scale 0 is the no-effect control and ±100 the full control effect; nearly all actives have a fitted effect of over 80% in size
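Compound-treated chaperonin, 25 nM final, turns over 10 uM ATP at 37°C for 30 min following a 10 min preincubation; ADP generated competes with ADP-d2 for Eu-cryptate antibody, lowering FRET.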
The depositor's hits bear a star; ? = inconclusive; nt = no result given; [ ] = dose if it differs, or a comment. Unless noted, the call rests on the fitted dose curve; in most records, active means well fitted curve in the direction sought with a large enough effect; inconclusive means small, poorly fitted or top-dose-only effect, or another doubt; inactive means no such curve, though single readings can be large; an effect the other way counts as inactive or inconclusive.

SMILES | CCT modulator | WRN inhibitor | EPAC1 antagonist | EPAC1 agonist | EPAC2 antag | PI5P4Ka inh | PLK1 PBD inh | MmCpn inh
COC(=O)C1=C(c2ccc(OC(F)(F)F)cc2)C[C@@H]2CC[C@H]1N2C(=O)NCCOc1ccc(OC)cc1 | 0.0 | -5% | -25% | nt | ? | 2 | -1% | 0%
O=C(Oc1ccc([N+](=O)[O-])cc1)N1CCC(N2CCCCC2)CC1 | -2.2 | 0% | -17% | -6% | 3% | 1 | -2% | 3%
CN1CCCN(C(=O)COc2ccc(F)cc2Cl)CC1 | -1.8 | 3% | 6% | 4% | 14% | 3 | 1% | 1%
Cc1ccc(N(C)C(=O)Oc2cccc3cccnc23)cc1 | -1.4 | 3% | -16% | 19% | 0% | 1 | -5% | 0%
COC(=O)C(O)(c1ccc(NC(=O)c2ccco2)c(OC)c1)C(F)(F)F (centres undefined) | 2.5 | -22% | 4% | 5% | 17% | 1 | -7% | 0%
CCN(CC)C(=O)c1ccc(NC(=O)c2ccc(-c3nn(C)c(=O)c4ccccc34)cc2)cc1 | -3.0 | 2%[57.1 µM] | 15% | 1% | 19% | 5 | 30µM* | 2%
Clc1ccc(OCCCN2CCCC2)cc1Cl | 2.0 | -5% | -5% | -7% | 17% | 0 | 0% | ?
COc1cc(CC2(CCc3ccncc3)C(=O)N(C)C(=O)N(C)C2=O)cc(OC)c1OC | 2.1 | -5% | 0% | -4% | 4% | 0 | 0% | -1%

Full records from above. Values in the order: CCT modulator, WRN inhibitor, EPAC1 antagonist, EPAC1 agonist, EPAC2 antag, PI5P4Ka inh, PLK1 PBD inh, MmCpn inh
COC(=O)C(O)(c1ccc(NC(=O)c2ccco2)c(OC)c1)C(F)(F)F (centres undefined) in the list: 2.5, -22%, 4%, 5%, 17%, 1, -7%, 0%
CN1CCCN(C(=O)COc2ccc(F)cc2Cl)CC1 in the list: -1.8, 3%, 6%, 4%, 14%, 3, 1%, 1%
O=C(Oc1ccc([N+](=O)[O-])cc1)N1CCC(N2CCCCC2)CC1 in the list: -2.2, 0%, -17%, -6%, 3%, 1, -2%, 3%

Ordered by molecular weight (largest number first): 7 of the compounds above.
SMILES | CCT modulator | WRN inhibitor | EPAC1 antagonist | EPAC1 agonist | EPAC2 antag | PI5P4Ka inh | PLK1 PBD inh | MmCpn inh
COC(=O)C1=C(c2ccc(OC(F)(F)F)cc2)C[C@@H]2CC[C@H]1N2C(=O)NCCOc1ccc(OC)cc1 | 0.0 | -5% | -25% | nt | ? | 2 | -1% | 0%
CCN(CC)C(=O)c1ccc(NC(=O)c2ccc(-c3nn(C)c(=O)c4ccccc34)cc2)cc1 | -3.0 | 2%[57.1 µM] | 15% | 1% | 19% | 5 | 30µM* | 2%
COc1cc(CC2(CCc3ccncc3)C(=O)N(C)C(=O)N(C)C2=O)cc(OC)c1OC | 2.1 | -5% | 0% | -4% | 4% | 0 | 0% | -1%
COC(=O)C(O)(c1ccc(NC(=O)c2ccco2)c(OC)c1)C(F)(F)F (centres undefined) | 2.5 | -22% | 4% | 5% | 17% | 1 | -7% | 0%
O=C(Oc1ccc([N+](=O)[O-])cc1)N1CCC(N2CCCCC2)CC1 | -2.2 | 0% | -17% | -6% | 3% | 1 | -2% | 3%
CN1CCCN(C(=O)COc2ccc(F)cc2Cl)CC1 | -1.8 | 3% | 6% | 4% | 14% | 3 | 1% | 1%
Cc1ccc(N(C)C(=O)Oc2cccc3cccnc23)cc1 | -1.4 | 3% | -16% | 19% | 0% | 1 | -5% | 0%

(list continues)
SMILES | CCT modulator | WRN inhibitor | EPAC1 antagonist | EPAC1 agonist | EPAC2 antag | PI5P4Ka inh | PLK1 PBD inh | MmCpn inh
COC(=O)C1=C(c2ccccc2OCc2ccccc2)C[C@@H]2CC[C@H]1N2C(=O)NCc1ccc(C(C)(C)C)cc1 | -5.1 | -6% | -7% | -22% | 12% | 1 | 4% | ?
O=P(Nc1ccccc1)(Nc1ccccc1)Oc1ccccc1 | 0.1 | -13%[57.1 µM] | -21% | -4% | -12% | -5 | 1% | -1%
O=C(/C=C/c1c[nH]c2ccccc12)c1c(O)n(CCc2ccccc2)c(=O)[nH]c1=O | 0.1 | -11% | -28% | 16% | 3% | -56* | 77%[activator] | 1%
COc1ccc2c(CCN)c[nH]c2c1 | -2.1 | -1% | 12% | -7% | 16%[57.1 µM] | -4 | 2% | -2%
CN1CCN(c2c(F)cc([N+](=O)[O-])c(N)c2Br)CC1 | -0.1 | -7% | -4% | 5% | 1% | 10 | -8% | 0%
CCOc1ccc(CC2(CCc3ccncc3)C(=O)NC(=O)NC2=O)cc1 | 1.5 | -25% | 9% | -5% | 10% | -19 | -13% | 1%
O=C(NC1CONC1=O)OCC(Cl)(Cl)Cl (centres undefined) | 0.3 | 10% | -22% | 5% | -2%[57.1 µM] | 1 | -11% | 0%
CCC/C(=N\O)c1c[nH]c2ccccc12 | -1.6 | 0% | 4% | -2% | 1% | -3 | 2% | 2%
Cc1ccc(-c2nc3ccccc3c(=O)n2-c2cc(C)ccn2)cc1 | -1.3 | 9% | 5% | -4% | 17% | nt | -4% | 1%
COc1ccc2nc(/N=C/c3c(O)n(-c4cccc(Cl)c4)c(=O)[nH]c3=O)sc2c1 | -3.2 | -43% | -1% | 5% | -8% | -23 | -30% | -2%
CN(C)c1ccc(/C=C2/C(=N\O)C3CCN2CC3)cc1 | -2.3 | 8% | -3% | -13% | 15% | 0 | 5% | -5%
O=c1[nH]c(=O)n(-c2cccc(Cl)c2)c(O)c1C=NCCN1CCCCC1 | -3.8 | -4% | 1% | -1% | 9% | nt | -3% | 2%
NN=C(N)N | -4.0 | 2% | -4% | -5% | 10% | -3 | -17% | 1%
CN(C)c1ccccc1 | 2.1 | -16% | 15% | 11% | -10% | 1 | -4% | nt
COc1ccc(/C=C2/C(=O)NC(=O)N(c3ccccc3)C2=O)cc1CN1C(=O)c2ccccc2C1=O | -2.8 | -8% | 2% | 5% | -3% | -53* | 6µM* | 0%
Cn1c(O)c(C=Nc2ccccc2Sc2ccccc2)c(=O)n(C)c1=O | 1.5 | -12% | -10% | -13% | 7% | -7 | -25% | -5%
COc1ccc2c(c1O)C13CCN(C)C(C2)C1CCC(=O)C3 (centres undefined) | -1.9 | 1% | 5% | 4% | 2% | -2 | -8% | nt
COc1ccc(-n2nnnc2C(CCSC)N2CCC3(CC2)C(=O)NCN3c2ccccc2)cc1 (centres undefined) | 0.2 | -5% | -7% | -1% | 1% | -5 | -1% | nt
CC1CCN(C(=O)C(C)Cl)CC1 (centres undefined) | 3.5 | -1% | -11% | 9% | 11% | 11 | -2% | 4%
CCCC(C)C1(CC)C(=O)NC(=Nc2ccc(F)cc2)NC1=O (centres undefined) | -0.3 | -22% | -9% | 3% | -6% | 0 | -5% | -1%
Cc1ccc2nc3c(cc2c1)CC1(C(=O)N(C)C(=O)N(C)C1=O)C1COCCN31 (centres undefined) | 1.1 | 0% | 3% | 2% | 2% | nt | 4% | 2%
COc1ccc(CCNC(C)CCc2ccc(OC)cc2)cc1 (centres undefined) | 1.0 | -3% | -3% | 10% | -4% | nt | -8% | 6%
O=C1/C(=C\c2ccc(Cl)cc2Cl)N2CCC1CC2 | 0.7 | -13% | -19% | -9% | -5% | 10 | -6% | 0%
COc1ccc(C(O)c2ccccc2OP(=O)(N(C)C)N(C)C)cc1 (centres undefined) | 0.9 | 1% | 3% | 0% | 18% | 3 | 5% | -4%
CN1CCc2c([nH]c3ccccc23)C1 | 1.0 | 5% | -7% | -20% | -12% | -9 | -5% | nt
O=C(c1ccc2c(c1)ncn2-c1ccc(F)cc1F)N1CCC2(CC1)OCCO2 | -12 | -7% | 12% | 2% | 1% | 1 | -7% | 1%
NC(Cc1ccc(O)cc1)C(=O)NN=Cc1ccc(N(CCCl)CCCl)cc1 (centres undefined) | -0.8 | -2% | 3% | 9% | -4% | 6 | 3% | nt
O=S(=O)(c1ccc(Cl)cc1)N1Cc2ccccc2-n2nncc2C1 | 2.1 | -5% | 16% | 3% | -15% | 3 | -2% | nt
O=c1[nH]c(O)c(N=Nc2ccc(S(=O)(=O)N3CCOCC3)cc2)c(=O)[nH]1 | -2.2 | -10% | 27% | 3% | 8% | -15 | -23% | 1%
N#Cc1ccccc1Cn1cc(C(=O)c2ccco2)c2ccccc21 | -1.5 | -22% | -1% | 13% | -1% | nt | -2% | -3%
CCCC1(CCC)C(=O)NC(=Nc2ccccc2)NC1=O | -7.1 | 2% | 6% | 8% | 2% | nt | -14% | 1%
O=C(CCC(=O)N1CCOc2ccc(Cl)cc21)N1CCC2(CC1)OCCO2 | 0.0 | 0% | -24% | 5% | -2% | 0 | -3% | 3%

Next section, overlapping the part above by 2 compounds.
SMILES | CCT modulator | WRN inhibitor | EPAC1 antagonist | EPAC1 agonist | EPAC2 antag | PI5P4Ka inh | PLK1 PBD inh | MmCpn inh
CCCC1(CCC)C(=O)NC(=Nc2ccccc2)NC1=O | -7.1 | 2% | 6% | 8% | 2% | nt | -14% | 1%
O=C(CCC(=O)N1CCOc2ccc(Cl)cc21)N1CCC2(CC1)OCCO2 | 0.0 | 0% | -24% | 5% | -2% | 0 | -3% | 3%
O=C1NC(=O)C(=Cc2ccc(-c3ccc(S(=O)(=O)N4CCOCC4)cc3)o2)C(=O)N1 | 0.5 | -11% | -25% | -11% | 0% | ? | 2.7µM* | -1%
Fc1ccccc1CN1CCN(c2ccc(Cl)cc2)CC1 | 3.4 | 4% | 12% | 2% | 1% | -7 | -1% | 1%
CCC(C)NC(=O)CN1C(=O)CN=C(c2ccccc2)c2ccccc21 (centres undefined) | -2.3 | -23% | 11% | 2% | 17% | -8 | -1% | -6%
COc1ccc(/C=N\N=C(N)N)cc1 | -4.3 | 7%[57.1 µM] | -9% | -4% | -5% | -2 | -5% | -1%
CNc1cc(N2CCNCC2)ccc1[N+](=O)[O-] | -2.9 | -4% | 9% | 8% | 1% | 1 | -1% | 3%
O=C(c1ccc2c(=O)n(Cc3ccc4c(c3)OCO4)c(=S)[nH]c2c1)N1CCC2(CC1)OCCO2 | -0.8 | -6% | -9% | 14% | -2% | nt | -12% | 1%
CCOc1ccc2[nH]c(=O)c(CN(CCO)C3(c4nnnn4C4CCCCC4)CCCCC3)cc2c1 | -0.2 | 4% | 1% | 6% | -25% | 3 | -20% | 0%
COc1cccc(CNC2CN3CCC2CC3)c1OC (centres undefined) | -10 | 1% | 5% | 14% | -4% | nt | -13% | -2%
Cc1ccc(CN2CCCN(Cc3ccc(C)cc3)S2(=O)=O)cc1 | -1.1 | -8% | -21% | -1% | -17% | 12 | -2% | 2%
CC1C2Cn3c(nc4ccccc43)C1N(C)O2 (centres undefined) | -5.5 | -1% | -4% | 5% | 16% | 0 | 4% | 2%

An excerpt; count on the stated rates, not on these rows.
